# INS promoter inh: TRM-6 insulin promoter activity inhibition. TRM-6 cells (human fetal islet line), insulin promoter-eGFP reporter, imaging; reporter expression induced with tamoxifen. 130,000 compounds, 0.9% hits. inhibition, % at 2 µM;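 active = inhibition above the mean plus 3 SD, with well images judged a real hit on visual review, cut at about 60% in these data, passing the limit was not always enough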
# SDO1 yeast rescue: sdo1-depleted yeast growth rescue. 140,000 compounds, 0.21% hits. z-score at 10 µM. S. cerevisiae sdo1-depleted JHY4D growth rescue, OD600 30 h; active compounds read high; pdr5 snq2 efflux-pump mutant strain;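 active = z-score above 3 at both the 24 hr and the 30 hr optical density reads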;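 note: z-score against mean and SD of all compound wells on the same plate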
# SDO1 yeast rescue Rescue 24 h: further read-out of SDO1 yeast rescue, marked with its call; z-score; S. cerevisiae sdo1-depleted JHY4D growth rescue, OD600; measured here: growth rescue at 24 h;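 0 is the plate mean of compound wells and units are plate SD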
# Starred values were filed as active, the others as inactive; · = not tested or not shown.
INS promoter inh	SDO1 yeast rescue	SDO1 yeast rescue Rescue 24 h	mol
-25.0	-0.92	-0.76	COc1ccc(CCNC(=O)c2ccc(CNc3c(N4CCOCC4)c(=O)c3=O)cc2)cc1OC
-26.7	0.39	0.04	O=C(NCc1ccc2c(c1)OCO2)c1ccc(Cl)c(S(=O)(=O)N2CCOCC2)c1
-9.6	-0.59	-0.29	O=C(COc1ccc2ccccc2c1Br)N1CCOCC1
-27.3	0.18	-0.44	C[C@@H]1CCC[C@H](C)N1NC(=O)c1ccc(Cl)c(S(N)(=O)=O)c1
-15.8	0.31	0.28	CCOC(=O)CSc1nnc(NC(=O)c2cccc(S(=O)(=O)N3CCCCCC3)c2)s1
-33.3	·	·	O=[N+]([O-])c1cc(S(=O)(=O)N2CCCCC2)ccc1NCCCN1CCOCC1
-25.0	-0.37	-0.51	CCCCOCCCn1cnc2c([nH]c3cc(OC)ccc32)c1=O
-44.4	0.6	1.1	O=C(NCCCn1ccnc1)c1ccc(Br)c(S(=O)(=O)N2CCOCC2)c1
·	-0.84	-1.73	C/C(=C\C(=S)Nc1ccccc1)Nc1ccccc1
-75.0	·	·	CC(C)c1ccc(-n2c(-c3ccccc3)c[n+]3c2CCc2ccccc2-3)cc1
·	0.16	-0.67	CN(Cc1c(O)ccc2c1oc(=O)c1ccccc12)C1CCCCC1
-46.0	1.99	1.8	Nc1cccc(C(=O)OCC(=O)Nc2cccc3c2C(=O)c2ccccc2C3=O)c1
-7.7	0.26	0.07	Cc1[nH]nc2cn[nH]c12
·	-0.45	-1.21	C=CCSc1nnc2c(n1)OC(c1cccnc1)Nc1ccccc1-2 (stereo not given)
5.6	-0.88	-0.79	COc1cc(/C=N/N=C(/N)c2nonc2N)cc(Br)c1OCc1ccccc1C
·	0.89	0.38	CC(NC(=O)C(C)(C)C)c1nc2ccccc2n1C (stereo not given)
10.3	1.19	0.28	CN1CCN(CCCNC(=O)CCCOc2cc(=O)n(C)c3ccccc23)CC1
·	-1.04	-0.7	CC1CCCC(C)N1C(=O)CSc1nnnn1Cc1ccccc1 (stereo not given)
-86.4	1.81	2.05	Cc1cccc(C)c1OCC(=O)NCc1nnc(SCC(=O)NC2CCCCC2C)n1C (stereo not given)
-41.4	0.44	0.86	Cc1nc(SC2CCOC2=O)c2c(C)c(C)sc2n1 (stereo not given)
0.0	-0.87	-1	c1ccc2c(c1)CCN2CCN1CCc2ccccc21
-18.2	-0.38	1.74	O=C(C/C=N/OCc1c(Cl)cccc1Cl)c1ccc(Cl)cc1
·	-1.73	-1.44	CC(=O)N1CCc2c(sc(NC(=O)C3CC3)c2-c2nc3ccccc3s2)C1
·	0.88	0.39	Cc1cccc(OCC(=O)NCc2ccncc2)c1C
0.0	·	·	CCN1C(=O)CC(N2CCN(c3cccc(OC)c3)CC2)C1=O (stereo not given)
-25.5	-0.88	0.29	CCN(CC)S(=O)(=O)c1ccc(N2CCOCC2)c(NC(=O)C23CC4CC(CC(Cl)(C4)C2)C3)c1
0.0	·	·	O=C(Nc1ccc(F)cc1F)c1cc(=O)n(-c2ccccc2)c(=O)[nH]1
-23.1	1.1	0.02	Cc1nc2ncnn2c(C)c1CCC(=O)NC(C)c1ccc2c(c1)OCCO2 (stereo not given)
-163.6	-0.68	-1.58	CCOC(=O)CSC1=C(C#N)C(c2sccc2C)CC(=O)N1 (stereo not given)
-336.4	1.95	1.94	COc1ccccc1NC(=O)CSc1nc(N)cc(N)n1

# Sorted by formula weight (rising): 15 of the compounds above
INS promoter inh	SDO1 yeast rescue	SDO1 yeast rescue Rescue 24 h	mol
0.0	-0.87	-1	c1ccc2c(c1)CCN2CCN1CCc2ccccc21
·	0.88	0.39	Cc1cccc(OCC(=O)NCc2ccncc2)c1C
-41.4	0.44	0.86	Cc1nc(SC2CCOC2=O)c2c(C)c(C)sc2n1 (stereo not given)
-336.4	1.95	1.94	COc1ccccc1NC(=O)CSc1nc(N)cc(N)n1
0.0	·	·	CCN1C(=O)CC(N2CCN(c3cccc(OC)c3)CC2)C1=O (stereo not given)
-163.6	-0.68	-1.58	CCOC(=O)CSC1=C(C#N)C(c2sccc2C)CC(=O)N1 (stereo not given)
0.0	·	·	O=C(Nc1ccc(F)cc1F)c1cc(=O)n(-c2ccccc2)c(=O)[nH]1
·	-1.04	-0.7	CC1CCCC(C)N1C(=O)CSc1nnnn1Cc1ccccc1 (stereo not given)
·	-0.45	-1.21	C=CCSc1nnc2c(n1)OC(c1cccnc1)Nc1ccccc1-2 (stereo not given)
-18.2	-0.38	1.74	O=C(C/C=N/OCc1c(Cl)cccc1Cl)c1ccc(Cl)cc1
-23.1	1.1	0.02	Cc1nc2ncnn2c(C)c1CCC(=O)NC(C)c1ccc2c(c1)OCCO2 (stereo not given)
·	-1.73	-1.44	CC(=O)N1CCc2c(sc(NC(=O)C3CC3)c2-c2nc3ccccc3s2)C1
10.3	1.19	0.28	CN1CCN(CCCNC(=O)CCCOc2cc(=O)n(C)c3ccccc23)CC1
5.6	-0.88	-0.79	COc1cc(/C=N/N=C(/N)c2nonc2N)cc(Br)c1OCc1ccccc1C
-25.5	-0.88	0.29	CCN(CC)S(=O)(=O)c1ccc(N2CCOCC2)c(NC(=O)C23CC4CC(CC(Cl)(C4)C2)C3)c1

# New compounds follow
INS promoter inh	SDO1 yeast rescue	SDO1 yeast rescue Rescue 24 h	mol
-20.0	0.51	-0.84	CC1(C)Cc2ccccc2C(NNC(=O)c2cccnc2)=N1
-8.3	-0.98	-0.6	CCN(CC)CC#CCC(C)(c1ccccc1)c1ccccc1
·	0.54	0.24	CC(C)(C)C1CCc2c(sc(NC(=O)C3CCCO3)c2C(N)=O)C1 (stereo not given)
-19.8	0.03	-0.63	COc1ccc(C(C)NC(=O)c2ccoc2C)cc1OC (stereo not given)
·	0.07	0.42	O=c1c2c3c(sc2nc2n1CCCS2)CCCC3
42.3	-1.75	-0.89	Cc1ccc2c(Cl)cc(Cl)c(OCC(=O)NCc3ccco3)c2n1
-77.1	1.05	1.09	CSCC[C@H](NC(=O)OC(C)(C)C)c1nnc(SCC=C(C)C)o1
·	0.56	0.42	CC(C)COc1ccc(C(=O)OC2CC(C)(C)OCC2CN(C)C)cc1 (stereo not given)
·	-0.17	-0.01	Cc1ccc(NC(=O)C(OC(=O)c2ccc(C=O)cc2)c2ccccc2)cc1Cl (stereo not given)
-107.4	·	·	CSCCCNC(=S)N1CCN(c2ccc(C(C)=O)cc2)CC1
·	0.42	0.81	Cc1cccc(OCC(=O)N2CCN(C(=O)Cc3ccccc3)CC2)c1
-48.1	·	·	O=C(O)CN1C(c2ccccc2)=Nc2ccc(Br)cc2C1c1ccccc1 (stereo not given)
·	0.45	0.17	CCc1[nH]c(C)c(C(C)=O)c1C
-6.1	-0.17	-1.29	COc1ccc(CCn2nnnc2C(c2ccc(Cl)cc2)N2CCN(C)CC2)cc1OC (stereo not given)
·	0.39	-0.06	CCN(CC)CCCNC(=O)c1cc(-c2ccc(Cl)cc2)on1
27.6	0.52	-0.33	Cn1cccc1CNC1CCCCC1
-42.9	·	·	NC(=O)Cn1nc(C(F)(F)F)c2c1CCCC2
·	-0.15	-0.27	O=C(CSc1nc2ncc(Br)cc2[nH]1)c1ccc([N+](=O)[O-])cc1
63.6	1.38	0.2	CC(=O)Nc1ccc(-c2cn3cccnc3n2)cc1
·	-0.47	-0.11	CC1CCCCN1C(=O)C12CCC(C)(C(=O)C1)C2(C)C (stereo not given)
33.3	·	·	CC1CN(Cc2nc3ccccc3c(=O)[nH]2)CC(C)O1 (stereo not given)
-304.8	0.71	0.53	CCC(C(=O)N1CCN(S(C)(=O)=O)CC1)c1ccccc1 (stereo not given)
-111.1	·	·	Cc1ccc(C(=O)NN2C(=O)C3C4C=CC(C5CC45)C3C2=O)cc1 (stereo not given)
7.1	0.29	0.42	COc1ccc(-n2cnnc2SCC(=O)N2CCN(c3ccccc3)CC2)cc1
10.3	-0.24	-0.45	CCCCCC(=O)Nc1ccc(N2CCN(S(C)(=O)=O)CC2)cc1
-91.3	-1.17	-0.63	CCOc1ccc(N2C(=O)C3CC(C)=C(C)CC3C2=O)c([N+](=O)[O-])c1 (stereo not given)
·	0.84	0.44	CC(C)CN(C(=O)c1cc2ccccc2o1)c1c(N)n(CC(C)C)c(=O)[nH]c1=O
33.3	·	·	CC(C)Nc1nnc(SCc2cc(=O)n3ccsc3n2)s1
35.7	-0.74	-1.07	CCOC(=O)C1(C(F)(F)F)N=C(c2cccnc2)OC(N2CCCCC2)=N1 (stereo not given)
·	-1.09	-0.98	Cc1ccccc1OCc1nnc2c3cnn(C)c3ncn12
-4.2	0.38	-0.09	O=C1CN(C(=O)c2ccco2)c2ccccc2N1
4.5	-0.94	-0.18	Cc1ccc(C(=O)O/N=C2\CCSc3ccc(C)cc32)cc1
-4.0	-0.2	-0.19	O=C(N=c1ccn(-c2nc3ccccc3nc2NS(=O)(=O)c2ccccc2)cc1)c1cccs1
-26.3	0.53	0.35	CC(C)CC(=O)NCC(C)NC(=O)CC(C)C (stereo not given)
-7.1	0.29	0.2	COc1ccccc1NC(=S)Nc1ccccc1F
-14.3	·	·	COCCNC(=O)COc1cccc2c1OC(C)(C)C2
28.6	-0.76	-1.23	O=C(c1ccco1)N1CCN(CC(=O)N2c3ccccc3CCc3ccccc32)CC1
-5.6	·	·	N#C/C(=C/c1ccc(O)c([N+](=O)[O-])c1)C(=O)Nc1ccccc1
10.8	0.58	-0.26	O=C(O)Cn1c(SCc2cccc3ccccc23)nc2ccccc21
-145.4	0.3	-0.31	CC(=O)c1c(C)[nH]c(C)c1C(C)=O
-12.5	·	·	COCCN(Cc1cc2cc3c(cc2nc1Cl)OCO3)C(=O)c1ccc(C)cc1
14.3	·	·	O=C(NCC1CCCO1)c1ccc(COc2ccc(Cl)cc2)cc1 (stereo not given)
-64.3	·	·	CCn1cc(C(=O)NCCCN2CCCCCC2)c(=O)c2cc(S(=O)(=O)N3CCc4ccccc4C3)ccc21
1.3	-0.04	-0.41	CCOC(=O)C(C(C)=O)C(c1ccc(OC)cc1)C(C(C)=O)C(=O)OCC (stereo not given)
·	-1.93	-1.14	CCc1ccccc1NC(=O)c1cc2ncc(Br)cn2n1
-238.5	10.6*	15.2*	O=C(C1CCCCC1)N(Cc1ccccc1)c1ccccn1
16.7	0.45	0.14	O=C(CSc1nc(-c2ccccc2)nn1C(=O)c1ccccc1)Nc1cccc([N+](=O)[O-])c1
·	-0.92	-1.26	Cc1nn(Cc2ccccc2)c(Cl)c1C(=O)NCCc1ccccc1
·	-1.91	-1.44	CN(Cc1ccccc1)c1oc(COc2ccccc2F)nc1C#N
6.7	0.26	-0.65	COc1ccc(/C=N/OCC(=O)N(Cc2ccc(OC)cc2)c2ccccc2C(=O)O)cc1

# Further entries
INS promoter inh	SDO1 yeast rescue	SDO1 yeast rescue Rescue 24 h	mol
86.7*	0.05	0.93	Cc1nn2c(Nc3ccc(F)cc3)c3c(nc2c1-c1ccccc1)CCC3
-9.1	-0.91	-0.57	O=C(CCCSc1nc(-c2ccco2)cc(C(F)(F)F)n1)Nc1ccc2c(c1)OCO2
31.2	1.2	0.29	CCOC(=O)N1CCC(NC(=O)Cn2nc(-c3ccccc3)ccc2=O)CC1
-36.0	-0.25	0.07	Cc1cc2oc(=O)cc(CN3CCN(S(=O)(=O)c4cccs4)CC3)c2cc1C
-6.2	0.56	0.68	Nc1nonc1C(=O)NCCNC(=O)c1cccs1
-44.4	-0.84	-0.61	COc1ccc(C(=O)/C=C/C(=O)N(Cc2ccccc2OC)C(C(=O)NC2CCCCC2)c2ccncc2)c(O)c1 (stereo not given)
20.0	0.2	-0.19	CCS(=O)(=O)Nc1ccc(C2=NN(C(=O)c3ccco3)C(c3ccc(C)cc3)C2)cc1 (stereo not given)
-242.9	0.71	0.14	O=C(NCCc1nc2ccccc2[nH]1)/C(=C/c1ccco1)NC(=O)c1ccco1
50.0	0.45	-0.17	CCOc1ccc(Nc2nc3c(c(=O)[nH]2)CCCC3)cc1
-13.3	-0.94	-0.67	CC(C)c1ccc(/C=c2\sc3nc(-c4ccncc4)nn3c2=O)cc1
8.8	0.31	-0.52	Cc1c(Cl)cccc1NC(=S)NCCc1ccc(S(N)(=O)=O)cc1
-3.3	-0.28	-0.13	O=c1cc(-c2c(F)c(F)c(F)c(F)c2F)oc2ccccc12
·	-0.94	-1.01	Cc1cc(NCCCn2ccnc2)n2ncc(-c3ccccc3)c2n1
-42.9	·	·	O=C(CNC(=O)c1ccc(Br)cc1)NCC(=O)OCC(=O)c1ccccc1
·	1.35	0.62	CCCC(=O)Nc1ccccc1-c1nnc(SC)[nH]c1=O
25.8	-0.02	-0.59	O=C(/C=C/Nc1cccc(C(F)(F)F)c1)c1ccc(Oc2ncccn2)cc1
-6.9	0.86	0.81	COc1cc(C2NC(=O)NC(c3ccccc3)=C2C(C)=O)ccc1OCC#N (stereo not given)
-13.8	0.24	-0.14	CCOC(=O)C1CCN(C(=O)CCCOc2ccccc2)CC1
23.1	·	·	COC(=O)C1=C(N)OC2=C(C(=O)CC(C)(C)C2)C1c1ccccc1OC (stereo not given)
36.1	-2.07	-1.49	COc1ccc(CNc2oc(-c3cccc4ccccc34)nc2C#N)cc1
-9.7	-0.35	-0.69	Clc1ccccc1CSc1ncccn1
-8.1	0.02	-0.39	C=CCn1c(Cn2nnc3ccccc32)nnc1SCC(=O)N/N=C/c1cc(Br)cc(OC)c1O
7.1	-1.33	-1.13	CC1CC(C)CN(c2oc(Cc3ccccc3)nc2C#N)C1 (stereo not given)
-38.1	·	·	O=C(Nc1ccccc1)OCc1cnc(Cl)s1

# Some of the compounds tested. The share of hits here may be higher or lower than overall.
